INS-1E GSIS act = GLuc luminescence reporter in INS-1E cells, primary screen for activators of glucose-dependent secretion of insulin; 370,000 compounds, 0.61% hits; activation, % at 16.6 µM; INS-1E GLuc reporter insulin secretion, 2-3 h;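 active means lowest replicate activation of at least 40%, so every replicate reaches that level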;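 further: 0% = median of neutral control wells and 100% = median of IBMX positive control wells; some compounds called inactive have numbers as strong as hits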
* = called active by the depositor. Not all compounds are listed; count on the stated rates, not on these rows.

SMILES | INS-1E GSIS act
COc1ccc2[nH]c(=O)c(CN(Cc3cccs3)Cc3nnnn3C(C)(C)C)cc2c1 | -2
C=CCOC(=O)/C(=C\c1ccc(OC)cc1)NC(=O)c1ccco1 | 18
Cc1ccc(-n2c(SCc3ccc([N+](=O)[O-])cc3)nc3ccccc3c2=O)cc1 | -29
O=C(CSc1nc(-c2ccccc2)cc(=O)[nH]1)NCc1ccc2c(c1)OCO2 | 17
O=C1OCCC1Sc1nc2cc(Cl)ccc2s1 (stereo not drawn) | -5
Cc1cc(N2CCC(C)CC2)n2ncc(-c3ccccc3)c2n1 | -12
COC(=O)[C@H](C)NC(=O)Nc1cccc(C(F)(F)F)c1 | 6
O=C(CN1C(=O)c2ccccc2C1=O)Nc1sc2c(c1C(=O)NCc1ccco1)CCCC2 | -39
CSCc1ccc(C(=O)NCc2ccccc2)cc1 | 10
O=C(NCCCN1CCOCC1)c1cc2cc(Br)ccc2oc1=O | -5
C=CCc1cc(C=O)cc(OC)c1OCc1ccc(Cl)cc1 | 16
COc1ccc(S(=O)(=O)N(C)CC(=O)Nc2ccc3c(c2)OCCO3)cc1OC | 79*
COc1ccc(C(=O)OCC(=O)c2ccc(C3CCCCC3)cc2)cc1 | -42
Cc1cc(Nc2nnnn2-c2ccccc2)n(-c2ccc(Cl)cc2)n1 | -24
CC(NC(=O)Cc1ccsc1)c1ccc(S(N)(=O)=O)cc1 (stereo not drawn) | 18
COc1cccc(/C=N/Nc2nc(Nc3ccccc3)nc(-n3nc(C)cc3C)n2)c1O | -34
CC(C)C(=O)Nc1cccc(C(=O)Nc2nnc(C(C)C)s2)c1 | -6
CCCCCCCCn1c(=O)c(C(=O)OCC)c(O)c2ccccc21 | -24
Cn1cnnc1SCC(=O)Nc1ccc2nc(SCc3cccc4ccccc34)sc2c1 | -23
CCCN1C/C(=C/c2cccc([N+](=O)[O-])c2)C(=O)/C(=C/c2cccc([N+](=O)[O-])c2)C1 | -9
CCCNC(=O)c1c[nH]c2ccc(S(=O)(=O)N(C)c3ccc(OCC)cc3)cc2c1=O | -24
CCC(c1nnnn1Cc1ccc2c(c1)OCO2)N1CCN(c2ccc(F)cc2)CC1 (stereo not drawn) | -11
COc1cc(CNCCN(C)C)c(Br)cc1OCC(=O)NCc1ccccc1 | 18
O=C(Cc1ccccc1)NC1CCS(=O)(=O)C1 (stereo not drawn) | 8
COc1ccc(N2C(=O)CSC2c2cccc(OC)c2OC)cc1 (stereo not drawn) | 7
CC1=CC(C)(C)Nc2ccc(OC(=O)C(Cc3ccccc3)N3C(=O)C4CCCCC4C3=O)cc21 (stereo not drawn) | -19
COc1ccc2nc(N3C(=O)CC(C(C)c4ccccc4)C3=O)sc2c1 (stereo not drawn) | -12
COC(=O)c1ccc(C)c(NC(=O)CCSc2ccc(Cl)cc2)c1 | 2
CCOCCCn1c(SCC(=O)NC(C)C)nc2ccccc2c1=O | 8
COc1ccc(S(=O)(=O)n2cnc3cc(C)c(C)cc32)cc1 | 4
O=c1c(Br)c(N2CCCC2)cnn1-c1ccccc1 | 13
O=C1c2ccccc2OC2(C=Cc3ccccc3O2)N1Cc1ccccc1 (stereo not drawn) | -1
COC(=O)c1ccc(NC(C)C(=O)OC)c([N+](=O)[O-])c1 (stereo not drawn) | 25
CC(=O)c1cc(C#N)c(SCc2ccccc2C#N)nc1C | 8
O=C(COC(=O)CCC(=O)c1cccs1)NCc1ccco1 | 2
C/C(=N\NC(=O)c1ccc(Cn2cc(Br)cn2)o1)c1cccc(NC(=O)C(C)C)c1 | -21
COc1ccc2nc(SCC(=O)Nc3ccc(S(=O)(=O)Nc4onc(C)c4C)cc3)[nH]c2c1 | -5
COC(=O)c1cc(-c2cccc(OC)c2)on1 | -37
COc1ccc(C2=NOC(C(=O)NC(C)(C)C)C2)cc1 (stereo not drawn) | -5
CC(C)(C)NC(=O)C(c1ccco1)N(C(=O)Cn1nnc(-c2ccc(F)cc2)n1)c1ccccc1 (stereo not drawn) | -34
COc1ccc(C(=O)CSc2ccc(-c3ccco3)nn2)cc1 | 14
O=C(NC1CCCCC1)C1CCN(S(=O)(=O)c2cccs2)CC1 | 4
N/C(=N\N=C\c1ccnc2ccccc12)SC1CC(=O)N(c2ccc(Br)cc2)C1=O (stereo not drawn) | -13
O=C(COC(=O)c1ccccc1NC(=O)C1CC1)c1ccc2c(c1)OCCO2 | 10
COC(=O)/C=c1/sc2n(c1=O)CCN=2 | 0
Cc1cccc(OCC(=O)Nc2nnn(C)n2)c1C | 16
CC(=O)Nc1cccc(NC(=O)c2oc3ccccc3c2C)c1 | -3
O=C(c1ccc(Br)o1)N(c1ccc(Br)cc1)C1C=CS(=O)(=O)C1 (stereo not drawn) | 1
CCc1nnc(NC(=O)CCC(=O)N2CCN(CCOc3ccc(C)cc3)CC2)s1 | -16
CN(C)CCOC(=O)C12CC3CC(CC(C3)C1)C2 | 20
Cc1nn2c(N3CCN(C(=O)c4ccco4)CC3)cc(C(C)(C)C)nc2c1-c1ccccc1 | 3
CCOC(=O)C1=C(C)N=C2SCCC(=O)N2C1c1ccc(C(=O)OC)cc1 (stereo not drawn) | -31
Cc1ccc(-n2nnnc2SCC(=O)Nc2sccc2C#N)cc1 | -17
O=C(CSc1ccc(-c2cccs2)nn1)N1CCCCCC1 | -1
O=S(=O)(Cc1ccc(Cl)cc1)c1ccccc1-c1nnc(-c2ccccc2)o1 | 5
COc1ccc(C)cc1N(C(=O)c1cccc(F)c1)c1nc2ccccc2s1 | -22
CNc1ccc(NC(C)=O)cc1[N+](=O)[O-] | 0
Cc1ccc2c(c1)NC(=O)C(N1CCOCC1)(C(F)(F)F)O2 (stereo not drawn) | -7
O=C(CN1C(=O)NC2(CCCCCC2)C1=O)NCc1ccco1 | 7
CCOc1ccc2nc(SCC(=O)N3CCN(C(=O)c4ccco4)CC3)sc2c1 | 9

7 entries out of the list, sorted by SMILES length, smallest number first.
SMILES | INS-1E GSIS act
O=C1OCCC1Sc1nc2cc(Cl)ccc2s1 (stereo not drawn) | -5
O=C(COC(=O)CCC(=O)c1cccs1)NCc1ccco1 | 2
O=C(NCCCN1CCOCC1)c1cc2cc(Br)ccc2oc1=O | -5
O=C(CN1C(=O)NC2(CCCCCC2)C1=O)NCc1ccco1 | 7
COc1ccc(C(=O)OCC(=O)c2ccc(C3CCCCC3)cc2)cc1 | -42
Cn1cnnc1SCC(=O)Nc1ccc2nc(SCc3cccc4ccccc34)sc2c1 | -23
COc1cccc(/C=N/Nc2nc(Nc3ccccc3)nc(-n3nc(C)cc3C)n2)c1O | -34

Continued.
SMILES | INS-1E GSIS act
COc1ccc(CCNC(=O)CSc2nn(-c3ccccc3)c(=S)s2)cc1OC | 2
Brc1ccc(/C=N/N2CCN(C3c4ccccc4-c4ccccc43)CC2)s1 | -12
C/C(NC(=O)c1ccccc1F)=C1\C(=O)C[C@@H]2[C@H]1C2(C)C | 2
COC(=O)c1cn(CC(=O)N2C(C)CCCC2C)c2ccccc12 (stereo not drawn) | 5
CC(=O)OCC(=O)Nc1ccc(Cl)cc1Cl | -11
O=C(/C=C/c1cnc2ccccc2n1)NC12CC3CC(CC(C3)C1)C2 | -15
O=C(OCc1nnc(-c2ccccc2)o1)C1=COCCO1 | 5
Cc1onc(-c2c(Cl)cccc2Cl)c1C(=O)NCc1ccco1 | 0
Cc1ccc(NC2=NCC(=O)N2Cc2ccc3c(c2)OCO3)cc1 | 41
Cc1noc(C)c1CSc1nnc(-c2ccccc2)n1Cc1ccco1 | 9
CC(C)Oc1ccc(C(=O)Nc2ccccc2N2CCCC2)cc1 | -32
c1ccn2c(SCc3cn4ccsc4n3)nnc2c1 | 3
CC(=O)c1cccc(NC(=O)/C(=C\c2ccco2)NC(=O)c2cccs2)c1 | -11
COC(=O)c1cc(/C=C/c2ccccc2)on1 | -20
CCN(CC)S(=O)(=O)c1ccc(OC)c(NS(=O)(=O)c2ccc(F)cc2)c1 | -5

Reprinted at random: 6 entries already listed.
SMILES | INS-1E GSIS act
CC(=O)c1cccc(NC(=O)/C(=C\c2ccco2)NC(=O)c2cccs2)c1 | -11
COC(=O)c1cc(/C=C/c2ccccc2)on1 | -20
Cc1onc(-c2c(Cl)cccc2Cl)c1C(=O)NCc1ccco1 | 0
CC(=O)OCC(=O)Nc1ccc(Cl)cc1Cl | -11
CC(C)Oc1ccc(C(=O)Nc2ccccc2N2CCCC2)cc1 | -32
Cc1noc(C)c1CSc1nnc(-c2ccccc2)n1Cc1ccco1 | 9

A stretch from further up, as a working copy:
SMILES | INS-1E GSIS act
Cc1onc(-c2c(Cl)cccc2Cl)c1C(=O)NCc1ccco1 | 0
Cc1ccc(NC2=NCC(=O)N2Cc2ccc3c(c2)OCO3)cc1 | 41
Cc1noc(C)c1CSc1nnc(-c2ccccc2)n1Cc1ccco1 | 9
CC(C)Oc1ccc(C(=O)Nc2ccccc2N2CCCC2)cc1 | -32

Additional records
SMILES | INS-1E GSIS act
COc1ccccc1N1CCN(S(=O)(=O)c2ccc(Br)s2)CC1 | 6
CCN1CCCC1CN(Cc1cc2cc(C)cc(C)c2[nH]c1=O)C(=O)Nc1ccccc1OC (stereo not drawn) | 14
COc1ccc(S(=O)(=O)N2CCC(C(=O)N3CCN(c4ccccc4OC)CC3)CC2)cc1 | -15
Cc1ccc(NC(=O)CN(C)C(=O)Cn2cc(C(F)(F)F)ccc2=O)cc1 | -8
Cc1ccc(C)c(NC(=S)NCc2ccc3c(c2)OCO3)c1 | 0
CSCC[C@H](NC(=O)NCc1cccs1)C(=O)O | 8
CCOC(=O)c1cc(C#N)c(Oc2ccccc2)nc1-c1ccccc1 | -25
N#CCC(=N)N1CCN(c2ccccc2Cl)CC1 | 1
Cc1ccc(OCCCCNC(C)(C)C)c([N+](=O)[O-])c1 | 11
CN1CCN(C(=O)C23CC4CC(CC(C4)C2)C3)CC1 | 25
Cc1ccc(NC(=O)c2cc(N3CCOCC3)nc3ccccc23)cc1 | -16
CC(C)(C)OC(=O)NNC(=O)c1ccc(Cl)cc1 | -12
O=C(Nc1cccc(F)c1)c1ccccc1-c1ccccc1 | 4
CC1(C(=O)N(Cc2ccccc2)Cc2ccccc2)CC1(Br)Br (stereo not drawn) | -7
Cc1cc(=O)[nH]c(-n2[nH]c(C)cc2=O)n1 | 5
Cc1ccccc1OCCn1c(=O)oc2ccccc21 | -19
Cc1ccccc1-n1nc2c(c1NC(=O)c1cc3ccccc3oc1=O)CS(=O)(=O)C2 | 54*
CCOC(=O)C1CCN(C(=O)Cc2cccc3ccccc23)CC1 | 13
CCc1cc2c(NCC3CCCO3)nc(C)nc2s1 (stereo not drawn) | 22
COCc1cc(C)nc2sc3c(=O)oc(C)nc3c12 | -2
COc1ccc(C2C(C(C)=O)=C(O)C(=O)N2c2nccs2)cc1OC (stereo not drawn) | -25
O=C(NCCCO)c1ccc2[nH]c3ccccc3c2c1 | 16
CN(CC(=O)N1CCCCCC1)S(=O)(=O)c1ccc(Br)s1 | 7
Cc1nc([N+](=O)[O-])nn1C12CC3CC(CC(Cl)(C3)C1)C2 | 7
c1ccc(N2CCN(c3ncccn3)CC2)cc1 | -8
O=C(c1cc(-c2ccco2)on1)N1CCN(C(c2ccccc2)c2ccccc2)CC1 | -29

Printed as active in INS-1E GSIS act, of those listed so far:
SMILES | INS-1E GSIS act
COc1ccc(S(=O)(=O)N(C)CC(=O)Nc2ccc3c(c2)OCCO3)cc1OC | 79*
Cc1ccccc1-n1nc2c(c1NC(=O)c1cc3ccccc3oc1=O)CS(=O)(=O)C2 | 54*
